Rac1 GTP hydrolysis: MgcRacGAP GTPase-activating activity inhibitors, confirmation, biochemical, ADP Hunter fluorescence; MgcRacGAP-stimulated Rac1 GTP hydrolysis, ADP Hunter fluorescence; higher % means a stronger effect; GST-tagged Rac1 F28L mutant substrate; inhibition, % at 30 µM, or IC50 in µM where a hit was titrated; AID 624330; actives 0.6% (n = 340,000);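 active = first-screen hits whose inhibition reached a set limit at any dose in the follow-up dose series; inconclusive = inhibition above the set first-screen limit but never retested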;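 note: fluorescence reports GDP produced by GAP-driven GTP hydrolysis; strong numbers were not always called active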
GPR35 arrestin U2OS: inhibition of zaprinast-stimulated GPR35 beta-arrestin translocation – imaging, U2OS, beta-arrestin-GFP, zaprinast agonist, primary screen (AID 2058); actives 0.052% (n = 290,000); inhibition, % at 10 µM; hits with a dose series show IC50 in µM; U2OS GPR35 beta-arrestin-GFP translocation imaging, zaprinast antagonism; higher % means a stronger effect;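 active = inhibition of at least 50% with at least 30 cells and total cytoplasm GFP at most 10,000,000; inconclusive = under 30 cells or total GFP of 10,000,000 plus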
UTI89 phage lysis: protection from phage-mediated lysis, alamar blue read-out – E. coli UTI89, K1F phage, bacterial capsule biogenesis inhibitors (AID 488966) | E. coli UTI89 K1F phage lysis, alamar blue, 2 h; higher % means a stronger effect | one-dose inhibition, % at 100 µM; IC50 in µM for titrated hits | actives 0.02% (n = 340,000);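 active = phage lysis inhibition, versus mean bacterial control, above a set limit; inconclusive = no clear call, values can overlap the other calls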;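 note: capsule biogenesis inhibitors block K1F phage lysis so surviving cells raise fluorescence; higher fluorescence means more inhibition of phage lysis; actives were called in the ten point dose series up to 300 µM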
NOD1 inhibition: NOD1 signaling inhibitors, primary screen, cell-based, luminescence, uHTS (AID 1578) | inhibition, % at 4 µM, or EC50 in µM where a hit was titrated | NOD1-driven NF-kB luciferase reporter cells, luminescence; higher % means a stronger effect | actives 1% (n = 290,000); in the data active = inhibition mostly above about 36%, no sharp cut-off; inactive = mostly below about 34%;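 note: HEK-293T reporter cells stimulated with the NOD1 agonist gamma-tri-DAP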
KOR beta-arrestin-1: KOR agonists, beta-arrestin recruitment, primary screen, cell-based, luminescence, uHTS (AID 1777) | KOR beta-arrestin recruitment, luminescence; higher % means a stronger effect | activation, % at 10 µM; hits with a dose series show EC50 in µM | actives 0.02% (n = 280,000); in the data active = activation above about 50%, passing the limit was not always enough; note: a part of the inactive calls stands beside numbers as strong as those of hits
GPR55 LPI antagonism: GPR55 antagonists blocking LPI-driven arrestin recruitment, primary screen, imaging, U2OS, beta-arrestin-GFP, LPI agonist (AID 2013) | U2OS GPR55 beta-arrestin-GFP translocation imaging, LPI antagonism; higher % means a stronger effect | inhibition, % at 10 µM, or IC50 in µM where a hit was titrated | actives 0.13% (n = 290,000);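 active = spots per cell inhibited over 60%, with over 100 cells counted and total cytoplasm intensity under 500,000; inconclusive = wells with under 100 cells, flagged as likely toxic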;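 note: U2OS cells stably carrying GPR55 and arrestin-GFP stimulated by 5 µM LPI near EC80; imaged beta-arrestin-GFP aggregate spots per cell after agonist stimulation; plate controls were LPI-stimulated DMSO wells for no effect and DMSO wells without LPI for full effect; some results filed as inactive read as strong as hits; confirmed hits need IC50 under 10 µM and bright autofluorescent wells are also inconclusive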
KOR beta-arrestin-2: kappa opioid receptor blockers – cell-based, luminescence, uHTS (AID 1778) | KOR beta-arrestin recruitment, luminescence, antagonist mode; higher % means a stronger effect | one-dose inhibition, % at 10 µM; IC50 in µM for titrated hits | actives 0.091% (n = 290,000); in the data active = inhibition above about 50%; note: strong numbers were not always called active
NTR1 ag: agonists of NTR1, primary screen, imaging, U2OS cells, beta-arrestin-GFP, high content (AID 493036); P30989; NTR1-U2OS beta-arrestin-GFP spot imaging, agonist mode; activation, % at 20 µM; actives 0.17% (n = 330,000);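 active = activation at or above 40% of the spot to cytoplasm intensity ratio, with at least 20 cells analyzed; inconclusive = wells under 20 cells, flagged as cytotoxic or low count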;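 note: 0% = DMSO without peptide and 100% = 100 nM NTR1 peptide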
Target sequence (P30989 whole entry, looked up): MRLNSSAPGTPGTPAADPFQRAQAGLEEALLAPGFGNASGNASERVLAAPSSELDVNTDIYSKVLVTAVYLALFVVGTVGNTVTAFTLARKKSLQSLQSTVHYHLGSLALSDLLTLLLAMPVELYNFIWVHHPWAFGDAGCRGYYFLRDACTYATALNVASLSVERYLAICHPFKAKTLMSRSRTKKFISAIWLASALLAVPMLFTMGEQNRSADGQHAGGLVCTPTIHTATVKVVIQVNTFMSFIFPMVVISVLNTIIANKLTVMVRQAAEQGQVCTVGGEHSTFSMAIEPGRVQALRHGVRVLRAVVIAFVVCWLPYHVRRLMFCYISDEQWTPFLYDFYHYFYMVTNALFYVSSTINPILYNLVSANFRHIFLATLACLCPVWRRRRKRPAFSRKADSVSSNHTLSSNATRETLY
GPR55 beta-arrestin: GPR55 agonists via beta-arrestin recruitment, primary screen, imaging, U2OS cells, beta-arrestin-GFP redistribution (AID 1961). U2OS GPR55 beta-arrestin-GFP redistribution imaging; higher % means a stronger effect. activation, % at 10 µM, or EC50 in µM where a hit was titrated. actives 0.048% (n = 290,000);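 active = activation above 40% with more than 50 cells counted in the well; inconclusive = wells holding fewer than 50 cells, flagged as toxic or sparse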;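 note: U2OS osteosarcoma cells stably expressing GPR55 and beta-arrestin-GFP; plate controls were DMSO negative control for no effect and LPI positive control for full effect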
NTR1 ag cell count 20 µM: recorded beside NTR1 ag, whose call it bears; cell count; measured here: cell count, cytotoxicity flag
Numbers without * were called inactive; ? = inconclusive; . = not tested or not shown; [ ] = dose if it differs, or a comment. The list is partial (hit frequency here may not be typical).

molecule	GPR35 arrestin U2OS	NTR1 ag cell count 20 µM	GPR55 beta-arrestin	KOR beta-arrestin-2	KOR beta-arrestin-1	NOD1 inhibition	NTR1 ag	Rac1 GTP hydrolysis	UTI89 phage lysis	GPR55 LPI antagonism
O=C(O)C1CC(=O)N(C2CCCCCC2)C1 (stereo not drawn)	9%	50	-0.1%	-18%	4.4%	.	0.8	3%	0.3%	10%
COCCOc1cc(-n2ccnc2SC)c(Cl)cc1Cl	-14%	67	-0.1%	25%	-2.9%	6%	-0.1	1%	0.4%	3%
COc1ccc2[nH]c3c(=O)n4c(nc3c2c1)SCCC4	-7%	38	-0.3%	9%	-2.2%	-25%	-1.5	.	.	4%
NC(=O)C1(N2CCCCC2)CCN(C(=S)NC2CCCC2)CC1	-1%	94	-0.1%	-8%	-1.8%	-18%	1.4	-1%	0.0%	19%
Cc1ccc(-c2ccc(=O)n(CC(=O)NCCN3C(C)CCCC3C)n2)cc1 (stereo not drawn)	-4%	43	0.6%	-16%	2.5%	21%	-1.5	8%	-0.1%	-8%
Cn1c(N/N=C/c2cccs2)cc(=O)n(C)c1=O	-6%	35	-0.1%	1%	-13%	5%	0.0	15%	-0.2%	-11%
O=C(NCc1ccc(F)cc1)c1cc(-c2ccncc2)nc2ccccc12	11%	51	-0.1%	-29%	-3.5%	-5%	1.2	4%	-0.2%	-8%
COc1ccc(-n2c(Cc3ccccc3)nnc2SCc2ccc([N+](=O)[O-])cc2)cc1	20%	97	-0.5%	19%	-1.1%	-32%	3.4	11%	-0.1%	11%
COc1ccc(N2CCN(CCNS(=O)(=O)c3cccc4nsnc34)CC2)cc1	-11%	.	-0.1%	33%	-5.4%	-18%	.	?	0.0%	6%
COC(=O)c1ccc(CNC(=O)c2ccc3c(c2)OCCO3)cc1	10%	44	-0.2%	-11%	-0.9%	-47%	-1.6	12%	0.2%	-2%
CN1Cc2cc(C(=O)c3cc(Cl)cc(CSc4ncccn4)c3O)cnc2NC1=O	0%	67	-0.1%	-118%	0.1%	-11%	4.2	.	.	-25%
O=C(COC(=O)c1ccc2c(c1)C(=O)N(Cc1ccco1)C2=O)NCC(F)(F)F	-3%	54	-0.2%	-42%	8.7%	14%	-1.1	14%	0.0%	-8%
COc1ccc(C(=O)Nc2nccs2)cc1	-8%	52	-0.3%	-42%[20 µM]	-2.4%	-71%	2.0	11%	1.8%	0%
CNc1nc(Cl)nc(NC(C)(C)C)n1	5%	49	0.1%	17%	-0.9%	12%	0.1	7%	0.0%	7%
C/C(=N\O)C(=O)NCc1ccccn1	-11%	78	-0.1%	-1%	-3.7%	-27%	0.7	6%	0.3%	3%
O=C(COc1ccccc1F)Nc1ccc2c(c1)OCCO2	4%	57	0.0%	-12%	-1.8%	-26%	0.0	1%	-0.1%	-2%
COc1ccc(/C=C/C(=O)c2cc(Cl)ccc2O)c(OC)c1	6%	60	1.9%	-8%	-0.3%	-11%	12	7%	1.5%[50 µM]	27%
CN(CC(=O)Nc1ccccc1Cl)C(=O)COC(=O)Cc1c(F)cccc1Cl	-3%	45	0.0%	-3%	3.1%	-29%	-0.1	6%	1.3%[50 µM]	0%
COc1nnc(-c2ccc(N3CCOCC3)c(NC(C)=O)c2)c2ccccc12	-15%	72	0.3%	4%	-4.7%	2%	-0.1	-1%	-0.2%	10%
COc1ccc(C(=O)n2nc(-c3ccccc3)nc2N)cc1OC	11%	56	-0.1%	-24%	4.6%	-16%	1.0	1%	0.2%	7%
CN1CC(=O)N2C(c3cccc([N+](=O)[O-])c3)c3[nH]c4ccccc4c3C[C@H]2C1=O (stereo partly drawn)	1%	95	-0.2%	27%	-0.7%	5%	0.9	7%	0.0%	4%
Cn1nccc1C(=O)Oc1ccc(/C=N/NC(=O)c2ccccc2O)cc1	-12%	95	-0.4%	-8%	2.7%	-10%	0.2	27%	0.2%	0%
O=C(Cc1ccc(Cl)cc1)NC1CCCCCC1	-12%	46	-0.1%	-54%[20 µM]	1.5%	-33%	0.4	9%	-2.1%	15%
CC(=O)c1cccc(N(C(=O)c2ccco2)C(C(=O)NC2CCCCC2)c2ccc(C)o2)c1 (stereo not drawn)	-2%	65	-0.2%	-17%	-2.3%	-25%	-3.0	3%	0.1%	10%
O=C(COc1cccc2cccnc12)N/N=C1\SCC(=O)N1Cc1ccccc1	3%	53	-0.1%	9%	-0.6%	-48%	-1.8	7%	7.5%	-4%
COc1cc(OC)c(N(C)S(=O)(=O)c2cccc(C(=O)OCC(=O)NCc3ccco3)c2)cc1Cl	-18%	47	1.0%	13%	1.2%	-10%	0.4	7%	-0.6%	28%
COC(=O)C1CCN(C(=O)COC(=O)Cn2cnnn2)CC1	-4%	59	-0.2%	-13%	-9.6%	-5%	1.9	.	.	-7%
c1cncc(-c2nc(NCCCN3CCOCC3)c3c4c(sc3n2)CCC4)c1	-7%	55	0.0%	3%	-4.4%	-16%	5.1	17%	5.2%	0%
CN(C)CCn1c(=O)n(-c2cccc(Cl)c2)c(=O)c2c3c(sc21)CCCCC3	-5%	47	0.3%	10%	-1.5%	-2%	1.5	11%	1.0%	6%
COc1ccc(C(=O)Nc2ccc(-n3nncc3C(C)(C)C)cc2)cc1	-6%	66	-1.0%	-24%	2.4%	-24%	0.8	11%	0.1%	8%
COc1cccc(-c2nc(N3CCCC3)c3ccccc3n2)c1O	6%	65	-0.1%	-10%	5.8%	-13%	11	9%	0.5%	2%
Cc1c(CNCCC2=CCCCC2)c(C(=O)O)c(C)n1Cc1ccccc1	-4%	47	-0.4%	-1%	5.4%	-2%	0.7	0%	-1.0%	-9%
CCCCNC(=O)C1c2ccccc2Oc2ccccc21	19%	62	0.2%	-4%[20 µM]	.	-8%	0.2	4%	1.3%	6%
Cc1ccc(S(N)(=O)=O)cc1NC(=O)c1ccc2c3c(cccc13)CC2	4%	50	0.3%	-18%[20 µM]	1.2%	-10%	-0.2	-5%	-0.3%	6%
Cc1[nH]c2ccccc2c1C(=O)NS(=O)(=O)Nc1ccc(F)cc1	17%	46	0.7%	-34%	4.1%	-39%	-1.7	6%	-2.2%	-3%
CCOC(=O)C(C(C)=O)=C1SC2CS(=O)(=O)CC2S1 (stereo not drawn)	-1%	58	-0.1%	-15%	5.8%	-9%	0.2	-1%	1.7%	6%
CC(C)OC(=O)c1ccc(COC(=O)c2cccc(-c3nnc(-c4ccccc4)o3)c2)cc1	25%	45	-0.3%	4%	-0.6%	-13%	5.6	-3%	3.1%	-10%
Cc1ccc(F)cc1CNC(=O)c1cc(COc2ccc3ncccc3c2)on1	-2%	22	-0.2%	-6%	-4.1%	60%*	-0.4	.	.	-4%
CCOC(=O)Cc1csc(NC(=S)NC(=O)c2ccccc2Br)n1	7%	44	-0.4%	.	-5.7%	-9%	0.8	4%	3.2%	3%
CC1=Nn2c(nnc2-c2ccccc2F)SC1	1%	95	-0.1%	24%	-3.7%	-16%	0.9	-5%	0.6%	14%

Records listed so far shown as hits in NOD1 inhibition.
| structure | GPR35 arrestin U2OS | KOR beta-arrestin-2 | KOR beta-arrestin-1 | NOD1 inhibition | Rac1 GTP hydrolysis |
| --- | --- | --- | --- | --- | --- |
| Cc1ccc(F)cc1CNC(=O)c1cc(COc2ccc3ncccc3c2)on1 | -2% | -6% | -4.1% | 60%* | . |

More compounds
molecule	GPR35 arrestin U2OS	NTR1 ag cell count 20 µM	GPR55 beta-arrestin	KOR beta-arrestin-2	KOR beta-arrestin-1	NOD1 inhibition	NTR1 ag	Rac1 GTP hydrolysis	UTI89 phage lysis	GPR55 LPI antagonism
Cc1nn(C)cc1-c1cc(C(=O)O)c2ccccc2n1	18%	83	-0.1%	-10%[20 µM]	.	-34%	0.5	10%	0.0%	4%
COc1ccc(C(=O)N/C(=C/c2ccco2)C(=O)NC2CCS(=O)(=O)C2)cc1 (stereo not drawn)	6%	34	0.1%	14%	-0.7%	-14%	0.0	4%	-0.3%	4%
O=C(CSc1nnc(CNC(=O)c2ccco2)o1)Nc1ccc(Cl)cc1	-1%	62	0.2%	-1%	-0.7%	-29%	0.3	2%	0.5%	7%
CCN1CCC(CNCc2cn(-c3ccc(OC)cc3)nc2-c2ccccc2Cl)C1 (stereo not drawn)	1%	33	0.2%	-54%	8.8%	-76%	-1.3	3%	3.0%	-3%
CCC(c1ccccc1)c1nc(-c2cccnc2)no1 (stereo not drawn)	-5%	75	0.1%	-30%	2.4%	-27%	-0.9	9%	0.3%	-11%
CN(CCn1ccnc1)Cc1cn(-c2ccccc2)nc1-c1ccc2c(c1)OCO2	-3%	61	0.3%	-37%[20 µM]	.	-13%	0.9	0%	0.1%	16%
CC1(C)C(=O)C2(C(=O)NCc3ccccc3)CCC1C2 (stereo not drawn)	17%	43	-0.1%	-28%	-3.0%	-15%	-2.3	12%	4.9%	11%
Oc1c(Br)cc(Br)cc1CNc1cnc2ccccc2c1	-4%	52	-0.2%	-14%	-3.3%	68%	2.0	10%	1.0%	7%
COc1cc(CCC(=O)Nc2sccc2C#N)cc(OC)c1OC	9%	45	0.0%	-17%	6.3%	10%	-0.4	5%	0.2%	8%
CCCSc1nc2c(cnn2-c2ccc(Cl)cc2)c(=O)[nH]1	-5%	51	-0.2%	-6%	8.3%	-14%	0.6	-8%	4.0%	-8%
O=C(CCc1ccccc1)N1CCN(Cc2ccc(F)cc2Cl)CC1	6%	49	-0.1%	-8%	1.8%	-9%	0.5	-1%	-0.9%	3%

Some of the entries so far, with each value named.
CN(CCn1ccnc1)Cc1cn(-c2ccccc2)nc1-c1ccc2c(c1)OCO2
  GPR35 arrestin U2OS: -3% | NTR1 ag cell count 20 µM: 61 | GPR55 beta-arrestin: 0.3% | KOR beta-arrestin-2: -37%[20 µM] | KOR beta-arrestin-1: . | NOD1 inhibition: -13% | NTR1 ag: 0.9 | Rac1 GTP hydrolysis: 0% | UTI89 phage lysis: 0.1% | GPR55 LPI antagonism: 16%

CC1(C)C(=O)C2(C(=O)NCc3ccccc3)CCC1C2 (stereo not drawn)
  GPR35 arrestin U2OS: 17% | NTR1 ag cell count 20 µM: 43 | GPR55 beta-arrestin: -0.1% | KOR beta-arrestin-2: -28% | KOR beta-arrestin-1: -3.0% | NOD1 inhibition: -15% | NTR1 ag: -2.3 | Rac1 GTP hydrolysis: 12% | UTI89 phage lysis: 4.9% | GPR55 LPI antagonism: 11%
